High-throughput results (PubChem)
GAA850 FXN act: activators of GAA850 frataxin (FXN) promoter | 360,000 compounds, 0.56% hits | activation, % at 6 µM | AID 540364 | HEK293 lucGAA850 FXN promoter luciferase reporter, 24 h; percent of 10 µM SAHA response;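 active means activation above the average of all compounds screened plus 3 SD, cutoff fixed separately per campaign, cut at about 7.5% in these data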;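 further: 0% = DMSO wells and 100% = 10 µM SAHA wells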
DAX1 inh-1: inhibits human nuclear receptor DAX1; 340,000 compounds, 0.99% hits; P51843; HEK293 Gal4-DAX1 luciferase reporter, luminescence; AID 504766; inhibition, % at 6.75 µM;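 active means inhibition above the mean over all tested compounds plus 3 SD, cut at about 4.2% in these data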;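 further: 0% = DAX1-transfected cells with DMSO and 100% = empty-vector control cells with DMSO; inhibition shows as a rise in luminescence from relieved DAX1 repression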
Target sequence (P51843 207-470 limits assumed): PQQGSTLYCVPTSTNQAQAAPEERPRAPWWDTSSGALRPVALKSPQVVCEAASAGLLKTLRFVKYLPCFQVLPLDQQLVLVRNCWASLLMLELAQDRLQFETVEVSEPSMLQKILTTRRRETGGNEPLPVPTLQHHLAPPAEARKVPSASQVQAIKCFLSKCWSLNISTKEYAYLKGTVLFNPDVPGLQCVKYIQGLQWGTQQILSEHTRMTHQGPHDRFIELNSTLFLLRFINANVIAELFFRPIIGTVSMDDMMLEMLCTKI
PLCb3 inh: blocks human PLC-beta3 enzyme activity. Q01970. Purified PLC-beta3, fluorogenic substrate, fluorescence. inhibition, % at 12.2 µM. 370,000 compounds, 0.18% hits; in the data active means inhibition above about 11%;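 further: 0% = median of compound wells on plate and 100% = full blocker control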
DAX1 inh-2: DAX1 (NR0B1) inhibition, primary screen. HEK293T StAR-luciferase reporter, SF-1/DAX-1 repression relief. inhibition, % at 6.8 µM. 370,000 compounds, 1.1% hits. AID 652010;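 active means inhibition above the mean over all tested compounds plus 3 SD, cut at about 3.6% in these data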;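 further: 0% = DAX-1 cells with DMSO and 100% = cells lacking DAX-1 with DMSO; higher inhibition means more luminescence from relief of DAX-1 repression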
hcDAF12 agonist: activates DAF-12 receptor from parasite H. contortus; activation, % at 6.8 µM; 370,000 compounds, 1.4% hits; HEK293 hcDAF-12 lit1-tk-luc reporter, luminescence; 0% DMSO, 100% Δ7-dafachronic acid;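 active means activation above the mean of all tested compounds plus 3 SD, cut at about 5.5% in these data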;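 further: 100% = response to 3 µM Δ7-dafachronic acid high control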
PG9 Ab binder: small molecules binding HIV-1 gp120 antibody PG9. TR-FRET gp120-PG9 antibody binding. inhibition, % at 6.7 µM. 360,000 compounds, 0.43% hits; in the data active means inhibition above about 8.5%
hgDAF12 agonist: activates the H. glycines DAF-12 receptor ligand-binding domain. HEK293 GAL4-hgDAF12 UAS-luciferase reporter, agonist luminescence; normalized to butyrate control. activation, % at 6.8 µM. 370,000 compounds, 1.8% hits;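 active means activation above a cutoff set at the mean of all screened compounds plus 3 SD, cut at about 10% in these data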;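 further: 0% = DMSO wells and 100% = sodium butyrate wells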
ssDAF12 agonist: S. stercoralis DAF-12 activation, primary screen; HEK293 ssDAF-12/GRIP1 lit1-tk-luc reporter, luminescence; % of 3 µM dafachronic acid response; activation, % at 6.8 µM; 370,000 compounds, 1% hits; AID 652126;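 active means activation above the mean over all tested compounds plus 3 SD, cut at about 0.9% in these data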;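 further: 0% = DMSO-only wells and 100% = 3 µM delta7-dafachronic acid wells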
Rev-erbA mod: Rev-erb alpha (human) modulation | P20393 | Rev-erbα–FITC-DNA binding, fluorescence polarization, 90 min | activity, % at 10 µM | 370,000 compounds, 0.79% hits | AID 1259318;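 active means activity above about 14%, limit read from the data; passing the limit was not always enough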;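 further: 0% = DMSO wells with 35 nM protein and 100% = DMSO wells with 750 nM protein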
Target sequence (P20393 whole entry, looked up): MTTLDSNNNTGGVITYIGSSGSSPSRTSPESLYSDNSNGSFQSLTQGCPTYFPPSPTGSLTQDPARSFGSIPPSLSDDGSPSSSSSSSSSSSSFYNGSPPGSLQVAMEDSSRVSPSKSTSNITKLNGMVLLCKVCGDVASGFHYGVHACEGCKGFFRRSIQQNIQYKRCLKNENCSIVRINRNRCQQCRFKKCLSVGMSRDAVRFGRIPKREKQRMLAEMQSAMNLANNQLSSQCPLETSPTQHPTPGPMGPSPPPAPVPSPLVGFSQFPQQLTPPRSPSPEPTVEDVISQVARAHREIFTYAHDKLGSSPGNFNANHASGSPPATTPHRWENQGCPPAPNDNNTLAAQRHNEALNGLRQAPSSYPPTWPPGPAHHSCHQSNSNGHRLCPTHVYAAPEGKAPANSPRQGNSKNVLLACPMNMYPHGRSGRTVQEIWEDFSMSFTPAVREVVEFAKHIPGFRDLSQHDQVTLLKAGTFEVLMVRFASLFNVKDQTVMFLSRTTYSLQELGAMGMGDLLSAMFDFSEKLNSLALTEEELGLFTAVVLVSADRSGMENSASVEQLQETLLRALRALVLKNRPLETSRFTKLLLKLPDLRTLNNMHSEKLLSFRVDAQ
SMARCA2 activ: activators of SMARCA2 function; activation, % at 9.1 µM; MG213 cells, MMTV-luciferase reporter, dexamethasone, overnight; 370,000 compounds, 1% hits; in the data active means activation above about 7.8%;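 further: 0% = vehicle wells and 100% = reference activator wells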
HGIII-sPLA2 inh: Inhibits HGIII-sPLA2 liposome hydrolysis, primary screen. Q9NZ20. inhibition, % at 12.2 µM. QFRET BODIPY PC-A2 liposome hydrolysis, fluorescence. AID 743126. 370,000 compounds, 0.56% hits;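 active means inhibition above mean plus 3 SD of compounds lying within the high and low control bounds, cut at about 19% in these data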;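 further: 0% = median of test compound wells and 100% = no enzyme DMSO wells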
The depositor's hits bear a star; i = inactive; . = not tested or not shown.

SMILES	GAA850 FXN act	DAX1 inh-1	PLCb3 inh	DAX1 inh-2	hcDAF12 agonist	PG9 Ab binder	hgDAF12 agonist	ssDAF12 agonist	Rev-erbA mod	SMARCA2 activ	HGIII-sPLA2 inh
O=C1C=C(Nc2ccccc2C(=O)O)c2ccccc2C1=O	0.8	0.0	-29	0.1	6.3*	-16	0.7	-0.1	2	3	5
Cc1ccc(NC(=O)Nc2ccc3c(c2)OCO3)nc1	1.9	1.4	4	2.2	-0.4	-0.7	13*	-0.5	3	6	0
CN(C)S(=O)(=O)N1CCC(Oc2cccc(C(=O)NCCCC3CCCC3)c2)CC1	-0.3	-1.9	-2	-5.4	-4.1	0.0	-2.0	-1.7	1	0	-17
CCCC(=O)Nc1ccc(NC(=O)c2ccccn2)cn1	1.1	2.0	3	2.5	2.7	0.9	13*	1.2*	1	4	3
CC(C)=C(C)c1cc2nc(NCCCN(C)C)n(C)c(=O)c2s1	0.9	.	-7	-0.1	2.2	1.4	1.4	-1.4	-3	-3	1
CCc1nnc(SCC(=O)Nc2ccc(NC(C)=O)cc2)n1-n1cccc1	0.9	0.4	1	-1.3	-1.7	2.4	-1.7	-0.7	1	-2	1
O=[N+]([O-])c1ccc(Cc2ccccn2)cc1	0.2	1.3	1	-2.1	0.6	-1.3	6.6	-0.9	5	5	-3
COCCCNc1oc(/C=C/c2ccccc2)nc1C#N	4.8	2.8	i	2.5	4.7	2.1	12*	0.3	-2	2	-1
COCCCn1c(=O)c2sccc2n2c(CCCC(=O)NCc3ccc(OC)cc3)nnc12	0.6	0.6	-12	-0.3	-0.1	-0.3	-0.7	-1.4	5	-1	7
O=C1NCCN1Cc1ccc(F)cc1	2.0	-0.5	3	-0.3	-2.3	-0.8	1.9	-0.8	-6	-5	13
CC1(C)SC[C@H](C(=O)Nc2cccc(Cl)c2)N1C=O	0.5	0.0	-8	0.2	0.1	2.2	-2.5	-1.5	-2	-1	3
CCOc1ccc(NS(=O)(=O)c2ccc3[nH]c(=O)[nH]c3c2)cc1	2.0	1.9	-3	-0.6	-0.9	-3.2	2.4	-0.5	9	4	-13
O=C1c2ccccc2C(=O)N1CCCc1nc(-c2ccccc2)no1	1.8	1.0	-2	-0.2	0.8	-2.6	0.0	-0.7	-2	6	6
COc1ccc(C(C)=O)cc1COC(=O)c1cccnc1Cl	2.4	-0.7	3	-0.5	-2.4	-0.1	0.2	-0.7	-1	6	-1
Cc1nc2cc(-c3ccccc3)sc2c(=O)n1N	-8.7	-6.2	-9	0.9	2.3	-1.4	-0.2	-2.4	2	-4	-5

Single records, from the list above. Values in the order: GAA850 FXN act	DAX1 inh-1	PLCb3 inh	DAX1 inh-2	hcDAF12 agonist	PG9 Ab binder	hgDAF12 agonist	ssDAF12 agonist	Rev-erbA mod	SMARCA2 activ	HGIII-sPLA2 inh
`CCCC(=O)Nc1ccc(NC(=O)c2ccccn2)cn1` reads 1.1	2.0	3	2.5	2.7	0.9	13*	1.2*	1	4	3
`COc1ccc(C(C)=O)cc1COC(=O)c1cccnc1Cl` reads 2.4	-0.7	3	-0.5	-2.4	-0.1	0.2	-0.7	-1	6	-1

Continued.
SMILES	GAA850 FXN act	DAX1 inh-1	PLCb3 inh	DAX1 inh-2	hcDAF12 agonist	PG9 Ab binder	hgDAF12 agonist	ssDAF12 agonist	Rev-erbA mod	SMARCA2 activ	HGIII-sPLA2 inh
COc1ccc(OC)c2c1sc(=NC(=O)c1ccco1)n2C	4.8	0.6	-42	0.5	4.4	1.2	2.8	-1.1	16	-1	-1
CCOCCOC(=O)C1=C(C)NC(=O)NC1c1ccc2c(c1)OCO2 (centres undefined)	1.7	-0.1	-7	0.3	0.4	-0.9	-0.6	-0.8	0	-1	7
Cc1ccc(N2CCN(S(=O)(=O)c3cccs3)CC2C)cc1 (centres undefined)	1.4	0.0	-2	-2.8	-3.1	-2.0	-3.9	-0.4	3	-1	5
O=C(NN1C(=O)NC2(CCCCC2)C1=O)c1cccs1	3.5	-0.3	-7	-0.9	-2.4	0.2	-1.4	-0.8	3	1	4
S=c1[nH]nc(-c2cc(-c3ccccc3)n[nH]2)n1N=Cc1cccc(OCc2ccccc2)c1	.	.	-2	0.5	-0.9	.	-0.7	-1.3	-2	1	3
Fc1ccc(-c2cn3cc(C(F)(F)F)cc(Cl)c3n2)cc1	8.8*	4.9*	-12	6.0*	19*	-1.0	12*	3.7*	16	6	-2
Cc1ccc(S(=O)(=O)NC(CC(=O)N2CCc3ccccc32)c2ccco2)cc1 (centres undefined)	1.0	-0.1	2	-0.4	0.2	-1.8	-1.4	-1.5	-4	-1	-16
COc1ccccc1-c1nnc(NC(=O)CSc2nncn2C)s1	2.9	-0.7	2	1.9	2.2	-0.6	3.9	0.1	1	5	1
CC1Cc2ccccc2N1S(=O)(=O)c1cnc(Cl)c(Br)c1 (centres undefined)	-2.3	0.7	-1	0.0	-0.9	-1.1	2.3	-1.3	4	-3	6
Cn1cc(C(=O)NC2CCCCCC2)c(=O)c2cc(S(=O)(=O)N3CCCC3)ccc21	1.8	0.1	2	-0.2	0.3	2.7	1.2	-1.7	32*	-2	4
CC1CCN(Cc2c(C(=O)N/N=C/c3ccccc3O)nnn2-c2nonc2N)CC1	-3.1	-0.1	-9	0.2	-2.4	0.1	-0.2	-1.1	-4	-2	5
COC(=O)c1cc2c(c3c4cc(F)ccc4n(S(=O)(=O)c4cccc(C)c4)c13)C(=O)N(Cc1ccc(C(F)(F)F)cc1)C2	.	.	-8	-0.8	1.7	1.2	1.4	-0.1	0	-6	11
CCS(=O)(=O)NCCc1ccc(OC)c(OC)c1	-0.7	0.2	2	0.1	-1.2	1.0	-0.4	-0.8	0	-8	4
COc1ccccc1N1CC(C(=O)OC(C)C(=O)N2CCCc3ccccc32)CC1=O (centres undefined)	-1.4	-0.8	-2	0.2	0.8	1.7	1.0	-0.6	0	-8	-5
O=C(NCc1ccc2c(c1)OCO2)c1ccc(S(=O)(=O)NCC2CCCO2)cc1 (centres undefined)	-2.9	-0.7	3	-1.8	-1.9	1.6	-1.7	-1.7	-3	-1	-1
Cc1ccc(C(=O)CSc2nnc(-c3ccccn3)n2-c2ccccc2)cc1	.	.	3	-0.3	-2.6	.	1.9	-1.3	-6	2	-40
O=C(NCC(=O)N1CCCC(C(F)(F)F)C1)c1cccs1 (centres undefined)	-0.8	1.4	-8	0.2	-1.4	3.1	0.9	-0.2	-2	-1	6
Cc1ccccc1-n1c(=O)c2ccccc2n2nnnc12	-0.8	-1.4	3	-0.7	-0.8	1.3	-0.5	-1.6	-5	0	0
CC1CN(C(=O)c2cccc(NS(=O)(=O)c3ccc(Br)cc3)c2)CC(C)O1 (centres undefined)	-1.9	0.5	0	0.1	-0.5	-0.7	2.3	-1.5	-4	-3	-10
CCN1CCN(C(=O)CN(c2cccc(Br)c2)S(=O)(=O)c2ccccc2)CC1	1.8	-0.6	2	0.9	-0.4	-0.5	1.2	0.6	3	-1	-6
O=C(NCCC1CCCCN1S(=O)(=O)c1ccc(F)cc1)C(=O)NC1CCCC1 (centres undefined)	-0.1	-0.6	3	-1.8	-1.3	0.8	0.7	-0.5	-2	-1	7
Clc1ccc(C[n+]2cc(-c3ccccc3)n3c2CCCCC3)c(Cl)c1	-0.8	-2.9	-2	-2.5	-2.2	1.7	-4.0	-2.3	-4	-8	1
COc1ccc(Nc2nc(-c3ccccc3)nc3ccccc23)c(OC)c1	2.3	0.0	-232	-0.6	-0.6	-2.6	-0.1	-0.6	5	0	-6
O=C(COn1nnc2ccc(C(F)(F)F)cc21)Nc1c(Cl)cccc1Cl	0.1	-2.0	3	0.6	0.3	-2.6	-2.0	15*	2	-4	-2
O=C1CC(c2ccc(O)cc2)Oc2ccccc21 (centres undefined)	0.5	1.0	-6	1.5	0.0	1.9	6.0	-0.6	-2	4	-10
CCOC(=O)C1CCN(C(=O)CCN2C(=O)C3C4C=CC(C4)C3C2=O)CC1 (centres undefined)	1.6	-0.3	1	-0.8	-1.8	0.5	-0.2	-0.4	-4	-5	-2
CCCCOC(=O)Nc1ccc(OC)cc1S(=O)(=O)N1CCOCC1	-0.5	-0.3	1	-0.3	0.0	1.3	1.5	-1.1	6	-2	0
Cc1cc(NC(=O)Cc2cn(Cc3ccccc3)c3ccccc23)ccc1Oc1cccnc1	.	.	-8	0.1	-1.9	0.2	5.0	-1.2	1	-4	-9
O=C(NC1CCCC1)C(c1ccsc1)N(CCc1ccccc1)C(=O)Cc1cccs1 (centres undefined)	5.0	0.6	1	-1.3	-1.4	-1.6	-1.0	-0.7	-4	1	-1
CCN(CC(=O)Nc1c(F)cccc1F)C(=O)COc1ccc2c(c1)CCC2	-2.1	2.1	-2	0.1	-1.0	1.3	1.2	-0.7	7	1	-5
C/C=C/C(=O)OCC(=O)Nc1ccc(F)cc1Cl	0.2	-0.6	6	-0.9	-0.2	0.0	0.5	-1.5	2	6	6
O=C1OCC/C1=C\c1ccccc1	-0.1	-0.2	1	-0.8	-2.6	0.2	3.0	-0.6	-8	-2	9
CC(C)(C)C1CCC(=NNC(=O)C(=O)NCc2cccnc2)CC1 (centres undefined)	-1.1	-0.3	0	0.5	0.4	0.6	-0.7	-1.9	-3	-3	-1
Cc1nnc(N2C(=O)C(=O)/C(=C(/O)c3ccc4c(c3)OCCO4)C2c2ccc(F)cc2)s1 (centres undefined)	0.6	0.5	-32	2.8	-0.2	4.7	2.6	-0.4	-3	2	3
Cc1ccc(OC(=O)c2cccc([N+](=O)[O-])c2)c(-n2nc3ccccc3n2)c1	4.0	1.2	1	-0.4	-0.3	-2.1	-0.5	-1.2	1	6	-3
CC(=O)c1ccc(Sc2ccccn2)c([N+](=O)[O-])c1	0.3	.	-4	0.2	-1.3	0.0	0.1	-1.4	-1	-2	-1
CCS(=O)(=O)N1CCC(C(=O)NCc2ccccn2)CC1	-0.2	-0.8	4	-0.2	-1.6	-1.4	-0.7	-1.1	0	-1	1
CSc1nc(=S)n(Cc2ccccc2)c(C)c1C(C)=O	2.3	0.5	-2	0.7	9.1*	0.9	0.3	-1.2	-6	0	9
NCCCC[C@H]1CNC(=S)N1CC1CCCCC1	-0.2	0.8	-2	1.0	0.1	-1.6	1.4	-1.5	-2	-2	7
O=C(CSc1nncc2ccccc12)Nc1cccc(C(=O)O)c1	1.1	1.3	-7	1.3	-2.1	0.1	3.7	-1.5	-4	2	-1

Pulled by structure from the entries so far, 4 records:
SMILES	GAA850 FXN act	DAX1 inh-1	PLCb3 inh	DAX1 inh-2	hcDAF12 agonist	PG9 Ab binder	hgDAF12 agonist	ssDAF12 agonist	Rev-erbA mod	SMARCA2 activ	HGIII-sPLA2 inh
O=C1OCC/C1=C\c1ccccc1	-0.1	-0.2	1	-0.8	-2.6	0.2	3.0	-0.6	-8	-2	9
C/C=C/C(=O)OCC(=O)Nc1ccc(F)cc1Cl	0.2	-0.6	6	-0.9	-0.2	0.0	0.5	-1.5	2	6	6
NCCCC[C@H]1CNC(=S)N1CC1CCCCC1	-0.2	0.8	-2	1.0	0.1	-1.6	1.4	-1.5	-2	-2	7
CCS(=O)(=O)N1CCC(C(=O)NCc2ccccn2)CC1	-0.2	-0.8	4	-0.2	-1.6	-1.4	-0.7	-1.1	0	-1	1
